# FN deposit inh – inhibitors of fibronectin matrix deposition, primary screen, AH1F cells, Alexa488-fibronectin fluorescence, plate reader; AH1F fibroblasts, overnight; inhibition, % at 12.6 µM; 0.086% of 350,000 active; AID 743247, 2014;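 active = mean inhibition across replicates of 30% or more, regardless of how many single replicates reach that level; inconclusive = mean under 30% yet at least half of replicates reach 30%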;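 note: positive control wells lacked labelled fibronectin entirely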
#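 Material – AH1F fibroblast monolayer, labelled fibronectin deposition · Reagent – labelled fibronectin 24 nM · Timing – 1 h adhesion, overnight exposure · Measured by – fluorescence at 485 nm excitation, 525 nm emission · Read-out – inhibition of fibronectin deposition signal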
# INS-1E GSIS act – GLuc luminescence reporter in INS-1E cells, primary screen for activators of glucose-dependent secretion of insulin; INS-1E GLuc reporter insulin secretion, 2-3 h; activation, % at 16.6 µM; 0.61% of 370,000 active; AID 743287, 2014;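 active = lowest replicate activation of at least 40%, so every replicate reaches that level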;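 note: 0% = median of neutral control wells and 100% = median of IBMX positive control wells; some compounds called inactive have numbers as strong as hits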
# DENV2 CPE rescue – inhibitors of DENV2 cytopathic effect, primary screen, cell-based, plate reader, single concentration | DENV2-infected cells, cytopathic effect rescue | CPE inhibition, % at 9.99 µM | 1.7% of 350,000 active; in the data active = CPE inhibition above about 20%, passing the limit was not always enough; inconclusive = no clear call, values can overlap the other calls; tested in BHK-21 cells;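 note: 0% = median of neutral control wells and 100% = median of positive control wells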
# miR122 inh – miR-122 Renilla sensor signal increase in Huh7, primary screen, miR-122 inhibitor project, cell-based, single point, plate reader; Huh7 miR-122 Renilla luciferase sensor, 48 h; neutral wells = 0, positive control = 100; activation (reporter increase), % at 12.5 µM; 0.3% of 340,000 active;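 active = mean replicate activation score at least 90 and every replicate individually at or above 90; inconclusive = only one of the two criteria met; inactive = neither criterion met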;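 note: higher luciferase means less miR-122 activity so hits act as miR-122 inhibitors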
# PAX8 reporter – inhibitors of PAX8-driven TPO luciferase reporter, primary screen, RMG-I cells, single concentration; 1.2% of 360,000 active; inhibition, % at 12.6 µM; AID 652154, 2013; SteadyGlo, 24 h;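 active = mean replicate inhibition at least 60% with every replicate also reaching 60%; inconclusive = only one of the two criteria is met; inactive = mean below 60% and not all replicates reaching 60%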;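 note: luciferase light reporting Pax8 driven TPO promoter activity; plate controls were median of neutral control wells for no effect and mitoxantrone controls for full effect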
# EWS-Fli inh – EWS/Fli-driven NR0B1 reporter inhibitors, primary screen, A673 cells, NR0B1 luciferase, luminescence, MLPCN library; 0.67% of 350,000 active; AID 651661, 2012; viability-normalised; inhibition, % at 12.6 µM;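 active = mean inhibition of at least 50% after viability correction, with every replicate also passing that limit; inconclusive = mean reaches 50% but only one of two replicates passes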;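 note: firefly luciferase signal divided by Alamar Blue viability fluorescence both relative to DMSO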
# CFTR F508del cor – F508del CFTR correction, initial screen, CFBE line, single point; CFBE cells, YFP halide quenching; stimulated with forskolin plus potentiator P3; % fluorescence drop versus neutral controls; activity (quench increase), % at 7.58 µM; 0.36% of 350,000 active; AID 720511, 2013;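 active = mean added fluorescence quench of at least 8% versus neutral control, with both replicates also reaching 8%; inconclusive = only one of the mean or replicate conditions met; inactive = mean below 8% and not both replicates reaching 8%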;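 note: cells transiently co-express mutant CFTR-F508del with the halide-sensitive YFP; corrector assay measuring rescue of mutant channel to the surface after 24 h compound exposure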
# * marks the source's active call; other numbers are inactive results; ? = inconclusive; . = not tested or not shown; & = joins results of further samples; [ ] = remark or other dose.
# Sample of the layout (two entries):
SMILES,FN deposit inh,INS-1E GSIS act,DENV2 CPE rescue,miR122 inh,PAX8 reporter,EWS-Fli inh,CFTR F508del cor
CCN(CC)c1ccc(CNc2nc3ccccc3n2CC)cc1,2,-68,.,.,11,5,-1.6
c1cc2c(cc1CN1CCN(C3CCCCCC3)CC1)OCO2,-13,2,-2,.,3,2,-1.1

# All compounds of this part (from the top)
SMILES,FN deposit inh,INS-1E GSIS act,DENV2 CPE rescue,miR122 inh,PAX8 reporter,EWS-Fli inh,CFTR F508del cor
CCN(CC)c1ccc(CNc2nc3ccccc3n2CC)cc1,2,-68,.,.,11,5,-1.6
c1cc2c(cc1CN1CCN(C3CCCCCC3)CC1)OCO2,-13,2,-2,.,3,2,-1.1
N#CC1(NC(=O)COC(=O)C23CC4CC(CC(O)(C4)C2)C3)CCCCC1,-7,-4,-5,1,14,-3,-2.5
c1ccc2c(-c3nnc4n3CCCCC4)cc(-c3ccncc3)nc2c1,-4,-5,.,.,-18,.,.
COc1cc(/C=C2/SC(=S)N(CC3CCCO3)C2=O)ccc1O (stereo not drawn),-3,-18,.,-3,-22,.,.
O=C(Nc1ccc(F)c(Cl)c1)C1CCCN(c2cnccn2)C1 (stereo not drawn),10,-5,-3,2,2,-16,0.9
CCOC(=O)c1c(C)n(C)c2ccc(OC)c(NC(=O)c3cccs3)c12,.,-7,.,7,12,.,.
O=C(c1cccc(F)c1)N1C[C@H]2[C@@H](c3ccccc31)[C@@H](CO)N2C(=O)C1CCCC1,3,6,.,0[16.7 µM],-3,7,2.3
O=C(OCC(=O)N1CCCC1)c1cc(Br)ccc1Cl,-2,-17,.,.,24,9,0.5
NS(=O)(=O)c1ccc(NC(=S)N2CCN(c3cccc(Cl)c3)CC2)cc1,-1,-14,-3,-8,-6,-3,.
COc1cc(C(C2C(=O)CC(C)(C)CC2=O)C2C(=O)CC(C)(C)CC2=O)ccc1OC(C)=O,0,1,-1,.,6,-2,-0.1
CCOC(=O)NCCOC(=O)Nc1ccc(Cl)cc1,6,-10,-2,-2,-10,-6,2.7
COc1cccc(CN(C(=O)Cc2c[nH]c3ccccc23)C(C(=O)NC2CCCCC2)c2cccs2)c1 (stereo not drawn),5,.,.,240*,34,.,.
CN(C)C(=O)C[C@H]1C[C@H]2c3cc(NC(=O)NC4CCCC4)ccc3O[C@H]2[C@H](CO)O1,-4,25,4,-4[16.7 µM],-2,4,-1.7
CCCCCC(=O)N1C[C@@H](n2cc(COC(=O)c3ccccc3)nn2)[C@H](O)C[C@@H]1c1ccc(C)cc1,0,-34,?,-3,5,1,-0.2
COc1cc(-c2c(-c3ccc4c(c3)OCO4)noc2C)ccc1F,-2,5,-15,0,-1,22,4.0
C[C@H]1CN([C@@H](C)CO)C(=O)Cc2cc(NC(=O)c3ccncc3)ccc2O[C@@H]1CN(C)C(=O)Nc1cccc2ccccc12,-3,-1,7,0[16.7 µM],12,9,-0.9
C[C@@H]1COc2cccc(N3CCCC3)c2S(=O)(=O)N1,-5,18,1,.,-20,-4,0.1
O=C(NCc1ccco1)C(=O)c1cn(CC(=O)N2CCCCC2)c2ccccc12,0,-10,-2,.,14,-1,-0.4
CCCN1CCN(C(=O)C(NC(=O)c2ccco2)C(C)C)CC1 (stereo not drawn),0,-13,5,1,-1,3,2.2
CN1/C(=C\C=C(/C#N)C(=O)Nc2ccc(Cl)cc2)C(C)(C)c2ccccc21,-2,5,.,.,-13,.,.
CC1CCCN(c2cccc3c2S(=O)(=O)N(Cc2ccc(F)cc2)[C@@H](C)[C@H](c2ccccc2)O3)C1 (stereo partly drawn),3,3,-18,.,19,1,-3.0
CCCC#Cc1cnc2c(c1)C(=O)N([C@@H](C)CO)C[C@H](C)[C@H](CN(C)C(=O)c1cccc(F)c1)O2,.,-3,27*,-5[16.7 µM],0,0,0.8
Cc1cccc(OCCOC(=O)c2c(-c3ccccc3)noc2C)c1,6,2,4,.,34,36,2.1
CC1CC1C(=O)N(CCC1=CCCCC1)c1c(N)n(Cc2ccccc2)c(=O)[nH]c1=O (stereo not drawn),0,8,6,.,-1,-2,-1.8
CCN(C)Cc1c(C(=O)N2CCc3ccccc3C2)nc2ccc(Cl)cn12,-7,-1,-2,.,16,0,1.6
C[C@@H]1CN([C@@H](C)CO)C(=O)c2cccc(N(C)C)c2O[C@H]1CN(C)S(=O)(=O)c1cn(C)cn1,3,2,-2,-5[16.7 µM],-6,-5,-2.6
CCNC(=O)C[C@@H]1CC[C@@H](NC(=O)NC2CCCCC2)[C@H](CO)O1,13,18,-8,.,-14,6,3.7
C[C@H]1CN([C@@H](C)CO)C(=O)c2cc(Br)cnc2O[C@@H]1CN(C)C(=O)C1CCC1,0,19,3&5,2,11&-12,5&5&-9,3.7&-2.2&-1.4
OCCNC(=S)c1ccccc1,-4,-8,-8,.,1,7,-1.3
CC(=O)Nc1cccc(C(=O)OCC(=O)Nc2nnc(-c3ccccc3)o2)c1,1,5,-2,-6,-12,-6,1.8
COc1ccccc1-n1cnc2sc(-c3ccccc3)cc2c1=O,.,.,8,.,.,-114,2.2
O=C(N[C@H]1C=C[C@@H](CC(=O)N2CCOCC2)O[C@H]1CO)c1ccccn1,-12,18,17,.,-8,6,1.8
COc1cc(C)c(S(=O)(=O)NCCCn2ccnc2)cc1C,-6,.,-4,49,-1,9,-2.2
COCCNC[C@H]1[C@@H](c2ccccc2)[C@@H](CO)N1c1nc(C)c(C)s1,1,16,-5,7[16.7 µM],11,0,5.2
COC(=O)c1c(NC(=O)C2CC=CCC2C(=O)O)sc(C)c1C (stereo not drawn),-1,15,.,-2,.,.,.
CCCCN(CC)CCNC(=O)c1cc2c(=O)n(C)c3ccccc3c2n1C,-8,0,-2,.,-4,-5,-0.4
C[C@H]1CN([C@@H](C)CO)S(=O)(=O)c2ccc(-c3ccc(F)cc3)cc2O[C@H]1CN(C)C(=O)C1CC1,-4,-16,.,-5[16.7 µM],.,3,-3.9
O=C(C1CCCC1)N1CC(=O)N2[C@@H](CO)[C@H](c3ccc(C#Cc4cccc(F)c4)cc3)[C@@H]2C1,-2,9,-4,.,.,-6,0.5
CNC(=O)C[C@H]1CC[C@@H]2[C@@H](COc3ccc(NC(=O)c4cnccn4)cc3C(=O)N2C)O1,-7,2,-9,33[16.7 µM],-27,-6,-3.5
O=C(CSc1nnc(CNC(=O)c2cccc(C(F)(F)F)c2)o1)NC1CCCCC1,0,1,?,.,0,.,3.1
CN1C(=O)c2cc(NC(=O)Nc3ccccc3F)ccc2OC[C@@H]2O[C@H](CC(=O)NCc3ccc(-c4ccccc4)cc3)CC[C@H]21,6,5,?,-7[16.7 µM],-23,-4,-0.7
Cc1ccc(NC(=O)CCn2nc([N+](=O)[O-])cc2C)nc1,4,10,1,.,-16,-9,.
Cc1cccc(NC(=O)C2CC(=O)NC(Nc3nc4ccccc4s3)=N2)c1 (stereo not drawn),-9,-10,1,.,-14,2,2.0
CCCNC(=O)C[C@@H]1C[C@@H]2c3cc(NC(=O)c4ccc5c(c4)OCO5)ccc3O[C@@H]2[C@H](CO)O1,-3,-2,2,-2[16.7 µM],-7,-9,-0.9
COc1cccc2c(=O)n(CC(=O)Nc3ccc(F)cc3F)ccc12,-5,0,-2,1,-14,-9,2.8
Cc1ccc(S(=O)(=O)OCC(=O)Nc2ccc(C(=O)O)c(O)c2)cc1,4,-3,4,-2,-15,-4,-1.6
CC(C)NC(=S)NN=C1CCC(c2ccccc2)CC1 (stereo not drawn),2,-4,1,-9,-5,22,1.1
CCNC(=O)[C@H]1[C@H](CO)[C@H]2Cn3c(ccc(-c4cccc(F)c4)c3=O)[C@H]2N1Cc1cc(F)ccc1F,.,1,-8,.,.,4,.
C[C@@H]1CN([C@@H](C)CO)C(=O)Cc2cc(NC(=O)Cc3ccccc3)ccc2O[C@H]1CN(C)Cc1ccc2c(c1)OCO2,4,-22,7,-6[16.7 µM],47,1,-3.5

# Going on with the list.
SMILES,FN deposit inh,INS-1E GSIS act,DENV2 CPE rescue,miR122 inh,PAX8 reporter,EWS-Fli inh,CFTR F508del cor
CO[C@H]1CN(C)C(=O)c2ccc(NC(=O)C3CCC3)cc2OC[C@H](C)N(Cc2ccc(F)cc2)C[C@@H]1C,-2&-2,8&-36,5&2,-4[16.7 µM],-23&-8,37&-6,-1.3&3.1
Cn1cc(/C=C2\SC(=O)NC2=S)c2ccccc21,14,-2,7,4,6,21,0.8
Cc1noc(C)c1-c1ccc2ncnc(NC(C)c3ccco3)c2c1 (stereo not drawn),5,8,-2,.,-21,45,-1.1
CN(CC(=O)Nc1ccc(OC(F)(F)F)cc1)C(=O)Cn1c(=O)cnc2ccccc21,-6,-12,-3,-3,2,8,-3.0
Cc1ccc(S(=O)(=O)N2[C@@H](c3ccc(Cl)cc3)C(C(=O)O)=CC[C@H]2c2ccc3c(c2)OCO3)cc1,4,.,14,9,3,1,4.2
Cc1ccc2c(c1)C(=O)CC1(CCC(C(C)(C)C)CC1)O2 (stereo not drawn),7,14,5,-2,5,6,-4.9
O=C/C=C/c1ccc2c(c1)OCO2,.,.,-4,.,4,-10,1.6
O=C(Nc1cccc(F)c1)[C@@H]1CCCN1,6,9,0,-3,10,-5,0.5
Cc1ccc(C(=O)CN(C(=O)c2ccc(Cl)c(Cl)c2)N2C(=O)C3C4C=CC(C4)C3C2=O)cc1 (stereo not drawn),.,-10,-2,-7,.,3,0.0
CN1CCN(CC(=O)N2c3ccc(S(=O)(=O)NCCNC(=O)OC(C)(C)C)cc3C(=O)Nc3cccnc32)CC1,14,.,-3,.,-14,0,-4.1
C[C@@H]1CCCCO[C@H](CN(C)Cc2ccc3c(c2)OCO3)[C@H](C)CN([C@@H](C)CO)C(=O)c2cc(NC(=O)NC3CCCCC3)ccc2O1,.,-25,15,3[16.7 µM],5,30,4.9
COc1ccc(NC(=O)CN2C(=O)C(c3ccccc3)=NC23CCCCCC3)cc1OC,-5,4,-2,.,-3,1,.
O=C(NC(=S)NCCSc1ccccc1)c1cccnc1,0,5,.,.,-13,8,.
Cc1[nH]nc(Nc2ccc(O)cc2)c1[N+](=O)[O-],0,9,8,3,-15,-1,2.2
O=S(c1cc(Cl)cc(Cl)c1O)c1cc(Cl)cc(Cl)c1O,-8,20,0,.,-19,-1,-0.5
Cc1noc(C)c1NC(=O)Nc1ccc2c(c1)C(=O)N([C@@H](C)CO)C[C@@H](C)[C@H](CN(C)C(=O)NC(C)C)O2,-13,11,-5,0[16.7 µM],.,-4,-5.5
CCc1ccc(OCC(=O)O/N=C(\N)c2ccncc2)c(Br)c1,-2,-14,-6,.,-307,-93,3.1
Cc1ccc(N2C(=O)c3sc4nnc(C)c(=O)n4c3C2=O)cc1,.,-4,-4,7,.,-22,0.8
COC(=O)c1sccc1NC(=O)Nc1ccc(C(C)=O)cc1,0,-5,15,-13,-17,-1,2.1
COc1ccc(OC(=O)N(C)C[C@H]2OCc3ccccc3-c3ccccc3C(=O)N([C@H](C)CO)C[C@@H]2C)cc1,-12,-24,-5,.,13,-1,-3.7
Nc1nc(N)nc(-c2cc([N+](=O)[O-])ccc2O)n1,2,0,4,0,-9,-26,1.6
CN(c1ccccc1)S(=O)(=O)c1cccc(NC(=O)CSc2ncc(C(F)(F)F)cc2Cl)c1,0,.,13,5,4,3,.

# Screening results as filed in PubChem BioAssay.

# The order is random, and some 3.9% of all compounds hit somewhere here.
